Bioassay records from PubChem.
Shiga inhibitor: blocks Shiga toxin action in Vero cells; Vero cells, Shiga toxin protein synthesis inhibition reporter; inhibition, % at 38.7 µM; 9.2% of 290,000 active; AID 2315; in the data active means inhibition mostly above about 28%, no sharp cut-off; inactive means mostly below about 43%; further: 0% is about no effect
CHX counter: counter-screen for Shiga toxin inhibitors: cycloheximide protein synthesis inhibition. cell reporter, cycloheximide protein synthesis inhibition counterscreen. max response, %. 12% of 300,000 active. AID 2314; in the data active means max response mostly above about 13%, no sharp cut-off; inactive means mostly below about 14%; further: read at 38.3 µM for the half of the compounds with a filed dose; 0% is about no effect
Pf growth 48h: P. falciparum growth inhibition at 48 hours (one generation); P. falciparum luciferase growth in erythrocytes, 48 h; Potency, µM (doses to about 28.7 µM), for inactives: at the top dose activity change, negative = inhibition, actives largely listed as inhibitors; 5.9% of 310,000 active; further: potency means the concentration at half of the fitted maximal effect; on the % scale 0 is the no-effect control and ±100 the full control effect
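Compounds are pin-transferred into medium, infected erythrocytes (2% hematocrit, 0.1% parasitemia final) are added, and plates sit one parasite generation at 37 C in 5% CO2. Detection reagent is then added and luminescence measured.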
Pf growth 96h: inhibits malaria parasite growth, 96 h; P. falciparum luciferase reporter growth, 96 h; Potency, µM (doses to about 28.7 µM), without a hit: at the highest dose activity change, negative = inhibition, hits mostly inhibitors; 6.9% of 320,000 active; AID 504834; further: potency means the concentration at half of the fitted maximal effect; on the % scale 0 is the no-effect control and ±100 the full control effect
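Two parasite generations (96 h, 37 C, 5% CO2) of compound exposure in infected erythrocytes (0.05% parasitemia, 2% hematocrit). Luciferase-reporter P. falciparum; decreased luminescence indicates inhibited growth, aimed at apicoplast-acting delayed death.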
FBPA Giardia inh: inhibitors of Giardia lamblia fructose-1,6-bisphosphate aldolase. A8B2U2. purified Giardia FBPA. Potency, µM (series often up to 59.6 µM), inactives show at the highest dose activity, negative = inhibition, usual class: inhibitors. 0.71% of 290,000 active. AID 2451; further: potency means the concentration at half of the fitted maximal effect; on the % scale 0 is the no-effect control and ±100 the full control effect; nearly all actives have a fitted effect of over 55% in size
Target sequence (A8B2U2 whole entry, looked up): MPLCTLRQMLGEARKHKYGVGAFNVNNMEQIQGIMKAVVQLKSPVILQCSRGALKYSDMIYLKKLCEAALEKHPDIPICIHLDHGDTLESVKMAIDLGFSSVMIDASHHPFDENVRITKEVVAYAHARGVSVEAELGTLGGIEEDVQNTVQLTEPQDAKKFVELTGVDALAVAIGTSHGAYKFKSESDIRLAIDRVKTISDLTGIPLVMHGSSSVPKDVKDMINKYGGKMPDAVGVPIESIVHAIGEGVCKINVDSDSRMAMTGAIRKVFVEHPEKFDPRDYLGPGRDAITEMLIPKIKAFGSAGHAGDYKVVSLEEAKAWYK
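Giardia FBPA (40 nM reagent) was preincubated 10 min at RT with compound (up to 57.5 uM final), then substrate plus GAPDH/TPI/NAD/arsenate coupling system with diaphorase/resazurin was added; resorufin fluorescence (525/598 nm) was read after 20 min.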
Sm TGR inh: blocks Schistosoma mansoni thioredoxin glutathione reductase | purified TGR, DTNB reduction, TNB absorbance 405 nm | Potency, µM (titrated, usually from 114 µM), for inactives: top-dose activity change, negative = inhibition, actives largely listed as inhibitors | 3% of 360,000 active | AID 485364; further: potency means the concentration at half of the fitted maximal effect; on the % scale 0 is the no-effect control and ±100 the full control effect; nearly all actives have a fitted effect of over 60% in size
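TGR 20 nM + NADPH 100 uM (dispensed conc.), cpd preinc 15 min RT; start with NADPH (500 uM addition) then DTNB (15 mM addition). Kinetic TNB absorbance, 405 nm filter. Four-parameter Hill fit across titration.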
Numbers without * were called inactive; ? = inconclusive; nt = not tested or not shown; [ ] = dose if it differs, or a comment. Unless noted, the call rests on the fitted dose curve; in most records, active means well fitted curve in the direction sought with a large enough effect; inconclusive means small, poorly fitted or top-dose-only effect, or another doubt; inactive means no such curve, though single readings can be large; an effect the other way counts as inactive or inconclusive.

SMILES | Shiga inhibitor | CHX counter | Pf growth 48h | Pf growth 96h | FBPA Giardia inh | Sm TGR inh
O=C(c1cc(N2CCOCC2)c(F)cc1[N+](=O)[O-])N1CCOCC1 | -3 | 2 | -12% | ? | 4% | -2%
Cc1cc(C(=O)CSCCCn2c(=O)[nH]c3ccccc32)c(C)n1C | -1 | -1 | 13µM* | 3% | -8% | -30%
O=C(CN1CCN(Cc2ccccc2Cl)C1=O)NCc1ccco1 | -16 | -2 | 6% | 3.3µM* | -2% | ?
Cc1nnc(SCC(=O)N/N=C/c2cn(-c3ccccc3)nc2-c2ccccc2)n1-c1ccccc1 | 66 | 9 | 42%[activator] | -7% | 12% | 18%
COC(=O)c1ccc(-c2c(-c3ccccc3)ncc3cc(OC)c(OC)cc23)cc1 | nt | nt | -5% | ? | nt | 14µM*
Cc1nn(-c2ccccc2)c(C)c1CN(C)C(=O)c1ccc(S(=O)(=O)NCc2ccco2)cc1 | nt | nt | ? | ? | nt | -14%
Cc1cc(OCc2nn[nH]n2)c2c(C)c(CC(=O)O)c(=O)oc2c1 | -4 | -2 | nt | 17% | -23% | -1%
CCN1CCN(C(=O)c2ccccc2NC(=O)c2ccc(Cl)cc2)CC1 | -25 | 0 | -14% | 1% | nt | 2%
CC(=O)Nc1ccc(Br)c2ccccc12 | -15 | -2 | 20% | ? | -2% | -4%
NC(=O)CC[C@H](NC(=O)[C@H](Cc1ccccc1)n1c(=O)[nH]c2ccccc2c1=O)C(=O)N1CCC[C@H]1C(=O)O | -5 | -2 | 13% | 62%[activator] | 2% | 1%
CCN(CC)c1ccc(/C=C/c2nc3ccccc3s2)cc1 | 127* | 40* | 209%[activator] | 78%[activator] | 5% | -23%
CN(CC(=O)Nc1ccc(Cl)cc1)C(=O)CNC(=O)Cc1cccc2ccccc12 | nt | nt | -19% | -19% | nt | -15%

Among those listed so far, these contain a carbonyl joined to an NH by a bond outside any ring.
SMILES | Shiga inhibitor | CHX counter | Pf growth 48h | Pf growth 96h | FBPA Giardia inh | Sm TGR inh
O=C(CN1CCN(Cc2ccccc2Cl)C1=O)NCc1ccco1 | -16 | -2 | 6% | 3.3µM* | -2% | ?
Cc1nnc(SCC(=O)N/N=C/c2cn(-c3ccccc3)nc2-c2ccccc2)n1-c1ccccc1 | 66 | 9 | 42%[activator] | -7% | 12% | 18%
CCN1CCN(C(=O)c2ccccc2NC(=O)c2ccc(Cl)cc2)CC1 | -25 | 0 | -14% | 1% | nt | 2%
CC(=O)Nc1ccc(Br)c2ccccc12 | -15 | -2 | 20% | ? | -2% | -4%
NC(=O)CC[C@H](NC(=O)[C@H](Cc1ccccc1)n1c(=O)[nH]c2ccccc2c1=O)C(=O)N1CCC[C@H]1C(=O)O | -5 | -2 | 13% | 62%[activator] | 2% | 1%
CN(CC(=O)Nc1ccc(Cl)cc1)C(=O)CNC(=O)Cc1cccc2ccccc12 | nt | nt | -19% | -19% | nt | -15%

(list continues)
SMILES | Shiga inhibitor | CHX counter | Pf growth 48h | Pf growth 96h | FBPA Giardia inh | Sm TGR inh
CCCC(=O)NCCc1nc2ccccc2n1C | -2 | -3 | 29% | ? | -3% | -6%
NC(=O)c1ccc(N=Cc2ccc([N+](=O)[O-])s2)cc1 | 23 | 1 | -15% | -2% | ? | 14µM*
N/C(=N\OC(=O)c1ccco1)c1cccc(Br)c1 | 154* | 40* | 165%[activator] | nt | -1% | 6%
CC(=O)N(C[C@@H](C)C(=O)O)c1c(I)cc(I)c(N)c1I | nt | nt | -3%[12.8 µM] | 16%[12.8 µM] | 3%[21.7 µM] | nt
Cc1ccc2nc(SCC(=O)Nc3ccc(F)cc3F)[nH]c2c1 | 10 | -4 | 15% | ? | -10% | 7%
C/C=C(\C)CN1CCCC(CO)(Cc2ccccc2)C1 (configuration not stated) | 9 | -2 | 17% | 46%[activator] | 5% | -26%
OCC1(Cc2ccccc2)CCN(Cc2cnc(-c3ccc(Cl)cc3)nc2)CC1 | 91* | 39* | ? | 32%[activator] | 1% | 4%
COCCNC(=O)CN(C(=O)CCC(=O)Nc1ccccn1)c1ccc(OC)cc1 | nt | 3 | ? | 167%[activator] | -12% | 10%
CS(=O)(=O)NCCSCc1c(Cl)cccc1Cl | -22 | 1 | 9% | nt | -1% | -5%
O=C(CCc1nc2ccccc2c(=O)[nH]1)OCc1ccc(-c2ccccc2)cc1 | -22 | -5 | 2% | 15% | 0% | -9%
CCCCCCc1nc2c(=O)[nH]c3ccccc3c2o1 | -3 | -1 | -14% | 22% | 8% | 2%
O=[N+]([O-])c1ncn(Cc2c(Cl)cccc2Cl)n1 | -7 | -1 | 2% | ? | -12% | -15%
CCC(=NCC1CCCO1)c1c(O)n(Cc2ccccc2)c(=O)[nH]c1=O (configuration not stated) | -3 | -5 | -20% | -19% | 11% | -10%
COc1cccc(NC(=S)NCc2ccco2)c1 | -1 | 18* | 11% | -22% | 1% | -29%
Cc1ccc(NC2CCCN(C(=O)CCN3CCOCC3)C2)cc1C (configuration not stated) | -7 | 2 | 6% | ? | nt | -9%
Cc1c(C(=O)Nc2ccc3c(c2)OCCO3)oc2ccc(Br)cc12 | nt | nt | 189%[activator] | 203%[activator] | nt | -5%
O=C(c1ccc(O)cc1)c1ccc(C(=O)O)c(C(=O)O)c1 | -3 | 2 | 1% | nt | -2% | 5%
CCN(c1ccc(OCC(=O)OCC(=O)c2c(N)n(C)c(=O)n(C)c2=O)cc1)S(=O)(=O)c1ccccc1 | 29 | -2 | 39%[activator] | -11% | 2% | -5%
CC(C)NC(=O)Cn1cc(S(=O)(=O)N2CCCC2)c(S(=O)(=O)N2CCCC2)c1 | -3 | -2 | 43%[activator] | -19% | 13% | -7%
CCC(=O)NC(=S)NNC(=O)c1ccc(NC(=O)c2ccccc2)cc1 | 10 | -5 | ? | ? | 19% | -31%
CC(C)(C)c1ccc(S(=O)(=O)NCC(=O)N2CCN(Cc3ccccc3)CC2)cc1 | -16 | -2 | -15% | -91% | 11% | -25%
CCC1=Nc2cc(C(=O)NCc3ccco3)ccc2Sc2ccc(Cl)cc21 | -3 | 3 | 1.5µM* | 39%[activator] | -8% | ?
CCOC(=O)C1=C(C)N=c2s/c(=C/c3cccc([N+](=O)[O-])c3O)c(=O)n2C1c1cc(OC)c(OC)c(OC)c1 (configuration not stated) | -15 | -3 | 1µM* | ? | -15% | ?
CC1=NN2C(=N)/C(=C\c3ccc(SCc4ccccc4)o3)C(=O)N=C2S1 | -14 | -2 | nt | ? | 1% | 8%
O=[N+]([O-])c1ccc(N2CCN(CCOCCO)CC2)c([N+](=O)[O-])c1 | 14 | 0 | 31%[activator] | -2% | ? | 9%
CNC(=O)COc1ccccc1C(=O)Nc1ccc2c(c1)oc1ccccc12 | 20 | 6 | nt | 4.7µM* | 0% | -23%
CC1=NN(CCC#N)C(=O)/C1=C/c1ccc(N(C)C)cc1 | -10 | 21 | 16% | 21% | -13% | 7%
CCCS(=O)(=O)c1nc(S(=O)(=O)c2ccc(C)cc2)c(N2CCN(CC)CC2)s1 | -4 | -3 | -18% | 3% | -1% | 0%
O=C(c1ccc2c(c1)OCO2)C1CCCN(Cc2cn[nH]c2-c2cccc(F)c2)C1 (configuration not stated) | -16 | -6 | -32% | 4% | 0% | 3%[57.1 µM]
COC(=O)C1=CN(c2ccc(OC)cc2)C=C(C(=O)OC)C1c1ccc([N+](=O)[O-])cc1 | -1 | -1 | 13µM* | 4.1µM* | -7% | -5%
CC1CC(NC(=O)N(C)C)N(C)C(=O)N1 (configuration not stated) | -9 | -3 | 7% | 10% | 4% | 12%
CCOc1ccc(C(=O)Nc2cccc(-c3cc4ccccc4oc3=O)c2)cc1[N+](=O)[O-] | 3 | -3 | ? | ? | 4% | -25%
Cc1cc(N2CCCC2)nc(SCC(=O)c2ccccc2)n1 | -20 | 6 | 43%[activator] | 9% | 4% | 6%
CCn1c(C)nc2cc(C(=O)N/N=C/c3cccc(OC)c3O)ccc21 | 60* | 18 | ? | ? | 8% | nt
CCCS(=O)(=O)N1CCN(C(=O)c2cccs2)CC1 | -8 | 1 | 17% | ? | 3% | 6%
CC(=O)N1CCc2cc(S(=O)(=O)N3CCc4ccccc4C3)ccc21 | -6 | 2 | nt | ? | 7% | 2%
COc1ccc(NC(=O)COC(=O)C2CC2)c(OC)c1 | nt | nt | 22% | 8% | nt | 0%
COc1cc2nc3c4ccccc4n(CC#N)c3nc2cc1OC | 15 | -3 | 8% | 23% | -3% | 0%
COc1ccc(C2C(C#N)=C(N)N3C(=C2C#N)Sc2ccccc23)cc1 (configuration not stated) | 43 | 20* | 10% | -4% | -2% | -15%
Cc1ccc(S(=O)(=O)N(C)CC(=O)O/N=C(\N)c2cccc(Br)c2)cc1 | -29 | -2 | 12% | -2% | nt | -20%
O=C(NCc1ccc(F)cc1)C1CCCN1C(=O)Nc1ccccc1 (configuration not stated) | -10 | 0 | 20% | ? | 9% | -1%
COC(=O)c1sccc1NS(=O)(=O)c1ccc(F)cc1F | 12 | -6 | -10% | 2% | 5% | 4%

4 successive entries out of the list so far, quoted:
SMILES | Shiga inhibitor | CHX counter | Pf growth 48h | Pf growth 96h | FBPA Giardia inh | Sm TGR inh
Cc1cc(OCc2nn[nH]n2)c2c(C)c(CC(=O)O)c(=O)oc2c1 | -4 | -2 | nt | 17% | -23% | -1%
CCN1CCN(C(=O)c2ccccc2NC(=O)c2ccc(Cl)cc2)CC1 | -25 | 0 | -14% | 1% | nt | 2%
CC(=O)Nc1ccc(Br)c2ccccc12 | -15 | -2 | 20% | ? | -2% | -4%
NC(=O)CC[C@H](NC(=O)[C@H](Cc1ccccc1)n1c(=O)[nH]c2ccccc2c1=O)C(=O)N1CCC[C@H]1C(=O)O | -5 | -2 | 13% | 62%[activator] | 2% | 1%

Compounds as they come; 24% or so of the library scored in one or more.
